# AMA1 RON2 block = disrupts binding of P. falciparum AMA1 to RON2; hit rate 0.2% among 360,000; AID 720542; Potency, µM (top dose mostly 58.2 µM), without a hit: at the highest dose activity change, negative = inhibition, usual class: inhibitors; AlphaScreen AMA1-biotinylated RON2 peptide binding;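 further: potency means the concentration at half of the fitted maximal effect; 0% = vehicle wells and -100% = peptide control; nearly all actives have a fitted effect of over 45% in size; some results filed as inactive show a strong effect at the top dose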
#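 AMA1 (3D7) with his tag at 25 nM final met compounds first, then biotinylated RON2 peptide at 25 nM; detection used donor plus acceptor beads, 10 µg/mL apiece, read by AlphaScreen after 30 min at room temperature.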
# HCMV antiviral = human cytomegalovirus inhibition; HFF cells, HCMV-luciferase reporter, 72 h; hits give low values; activity change, negative = inhibition, % at 57.5 µM; hit rate 4.5% among 410,000; in the data active means activity change below about -60%; inconclusive means no clear call, values can overlap the other calls; inactive means above about -39%
#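 Steps: HFFs plated, 16 h 37C; compounds added; HCMV-luciferase added to MOI 1 PFU/cell; 72 h 37C; OneGlo reagent, 5 min room temperature; luminescence read, normalized to controls.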
# Giardia FBPA inh = inhibitors of Giardia lamblia fructose-1,6-bisphosphate aldolase; hit rate 0.71% among 290,000; purified Giardia FBPA; Potency, µM (titrated, usually from 59.6 µM), for the others: top-dose activity, negative = inhibition, hits mostly inhibitors; further: potency means the concentration at half of the fitted maximal effect; nearly all actives have a fitted effect of over 55% in size
# Target sequence (A8B2U2 whole entry, looked up): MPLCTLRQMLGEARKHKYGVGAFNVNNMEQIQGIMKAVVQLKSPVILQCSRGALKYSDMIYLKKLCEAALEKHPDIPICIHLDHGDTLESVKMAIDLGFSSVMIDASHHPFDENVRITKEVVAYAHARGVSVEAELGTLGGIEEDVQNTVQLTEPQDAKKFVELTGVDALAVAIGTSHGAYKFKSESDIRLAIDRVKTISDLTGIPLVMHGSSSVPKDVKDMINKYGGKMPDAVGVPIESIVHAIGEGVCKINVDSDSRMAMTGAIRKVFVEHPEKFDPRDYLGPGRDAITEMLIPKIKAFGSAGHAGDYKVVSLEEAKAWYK
#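 40 nM FBPA preincubated 10 min at RT with compound (up to 57.5 uM final), then substrate plus GAPDH/TPI/NAD/arsenate coupling and diaphorase/resazurin added. Fluorescence read after 20 min at RT, 525/598 nm.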
# HCV inhibitor = HCV inhibition. Huh7.5.1 HCVcc-Cre infection, luciferase reporter, 44 h. Potency, µM (titrated, usually from 41.8 µM), without a hit: at the top dose activity change, negative = inhibition, most hits filed as inhibitors. hit rate 3.4% among 340,000; further: potency means the concentration at half of the fitted maximal effect
#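 Infectious HCVcc-Cre (~0.5 moi) was added to cells just after compound, with cells seeded 4 h earlier at 1,000 per well. Luciferase activity after 44 h culture reported infection; substrate was incubated 15 min at room temperature before reading.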
# Sm TGR inh = S. mansoni TGR enzyme inhibition; Q962Y6; purified TGR, DTNB reduction, TNB absorbance 405 nm; Potency, µM (series often up to 114 µM), inactives show at the top dose activity change, negative = inhibition, hits mostly inhibitors; hit rate 3% among 360,000; AID 485364; further: potency means the concentration at half of the fitted maximal effect; nearly all actives have a fitted effect of over 60% in size
#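 Kinetic colorimetric format: TGR-catalysed, NADPH-driven DTNB reduction monitored via TNB absorbance. Enzyme dispensed at 20 nM; compound exposure 15 min at room temperature before reaction start.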
# AmpC detergent = AmpC beta-lactamase inhibition with detergent present; hit rate 0.041% among 370,000; AmpC hydrolysis of nitrocefin, absorbance 480 nm, 0.01% Triton; Potency, µM (doses to about 114 µM), inactives show at the top dose activity change, negative = inhibition, most hits filed as inhibitors; P00811;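 further: potency means the concentration at half of the fitted maximal effect; 0% = no-compound wells and -100% = no-enzyme wells; nearly all actives have a fitted effect of over 25% in size; some results filed as inactive show a strong effect at the top dose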
# Target sequence (P00811 whole entry, looked up): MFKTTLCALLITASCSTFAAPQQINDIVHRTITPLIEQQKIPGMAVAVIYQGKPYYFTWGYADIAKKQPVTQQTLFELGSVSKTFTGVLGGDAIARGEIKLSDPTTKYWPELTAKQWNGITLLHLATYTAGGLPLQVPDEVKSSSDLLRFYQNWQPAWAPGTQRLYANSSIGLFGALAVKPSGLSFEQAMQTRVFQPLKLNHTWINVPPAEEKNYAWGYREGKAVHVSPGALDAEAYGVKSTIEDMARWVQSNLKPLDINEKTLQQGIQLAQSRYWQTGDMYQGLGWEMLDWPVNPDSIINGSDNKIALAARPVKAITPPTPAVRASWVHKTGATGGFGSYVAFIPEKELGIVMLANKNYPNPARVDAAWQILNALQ
#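 20 mM phosphate pH 7.0 + 0.01% (detergent screen) or 0.0001% Triton X-100; 5.3 nM AmpC reagent; cpd preinc 15 min RT; nitrocefin (800 uM stock) to start; A480 q20 s × 4 min; Activity was normalised to no-enzyme and no-compound control wells.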
# * = called active by the depositor; u = inconclusive; x = not tested or not shown; & = joins results of further samples; [ ] = another dose, or the depositor's remark. Unless noted, the call rests on the fitted dose curve; in most records, active means well fitted curve in the direction sought with a large enough effect; inconclusive means small, poorly fitted or top-dose-only effect, or another doubt; inactive means no such curve, though single readings can be large; an effect the other way counts as inactive or inconclusive. Unless noted, on the % scale 0 is the no-effect control and ±100 the full control effect. Compounds as they come. About 9.3% of those tested had a hit in this group.
# Preview (five entries):
SMILES,AMA1 RON2 block,HCMV antiviral,Giardia FBPA inh,HCV inhibitor,Sm TGR inh,AmpC detergent
CC(NCCc1ccc(S(N)(=O)=O)cc1)C(=O)NCCc1ccc(F)cc1 (configuration not stated),u,27.4,u,-0.1%,-16.5%,-6.3%
Cc1cc(=O)oc2c(CN3CCN(C)CC3)c(O)c(Cl)cc12,18.2%,-102.0*,-19.0%,u,50.1µM*,u
CCN(CC)CCSc1nnc2c3cc(F)ccc3n(Cc3ccccc3)c2n1,-18.2%,-22.2,5.1%,u,0.0%,u
O=C(CN1CCOCC1)Nc1ccc2c(c1)OC(F)(F)O2,3.8%,0.3,7.8%,9.2%,-0.2%,u
CCOC(=O)C1=C(c2ccccc2)Nc2ncnn2C1c1cc(OC)ccc1OC (configuration not stated),9.4%,x,0.6%,4.7%,-1.9%,0.3%

# The whole of this part, from the start:
SMILES,AMA1 RON2 block,HCMV antiviral,Giardia FBPA inh,HCV inhibitor,Sm TGR inh,AmpC detergent
CC(NCCc1ccc(S(N)(=O)=O)cc1)C(=O)NCCc1ccc(F)cc1 (configuration not stated),u,27.4,u,-0.1%,-16.5%,-6.3%
Cc1cc(=O)oc2c(CN3CCN(C)CC3)c(O)c(Cl)cc12,18.2%,-102.0*,-19.0%,u,50.1µM*,u
CCN(CC)CCSc1nnc2c3cc(F)ccc3n(Cc3ccccc3)c2n1,-18.2%,-22.2,5.1%,u,0.0%,u
O=C(CN1CCOCC1)Nc1ccc2c(c1)OC(F)(F)O2,3.8%,0.3,7.8%,9.2%,-0.2%,u
CCOC(=O)C1=C(c2ccccc2)Nc2ncnn2C1c1cc(OC)ccc1OC (configuration not stated),9.4%,x,0.6%,4.7%,-1.9%,0.3%
O=C(c1cc(-c2cccnc2)nc2ccc(Cl)cc12)N1CCC2(CC1)OCCO2,-7.4%,12.4,4.9%,5.1%,10.5%,0.3%
CCCn1c(Cc2ccccc2)nnc1SCC(=O)N1CCOCC1,-4.6%,13.4,1.4%,-7.8%,-26.0%,u
OC1CCCN(c2c3c(nc4cc(-c5cccc(Cl)c5)nn24)CCC3)C1 (configuration not stated),-7.5%,1.8,-11.9%,u,3.8%,3.1%
COc1cccc(N2CCN(C(=O)c3cc(-c4ccccc4)nc4c3cnn4C(C)C)CC2)c1,-9.6%,0.0,x,11.2µM*,x,x
CCOC(=O)N1CCN(C(=O)Cn2nc(C)n3nc(-c4ccccc4)cc3c2=O)CC1,12.4%,5.1,-6.8%,-23.8%,-1.2%,u
CCn1cc(/C=N\NC(=O)c2ccc(F)cc2)cn1,64.1%[activator],u,-0.9%,13.7%,0.7%,u
CC(C)CC(=O)Nc1ccc(Cl)c(-c2nc3ccccc3[nH]2)c1,x,-28.4,x,x,0.2%,2.3%
O=C(N/N=C/c1ccccc1OCc1ccccc1Cl)c1cccnc1,13.7%,-20.7,-6.7%,-7.6%,2.0%,u
CC(C)N(C(=O)Cn1cc(S(=O)(=O)Cc2ccc(Cl)cc2)c2ccccc21)C(C)C,x,-21.9,x,x,5.3%,15.7%
Cc1ccnc(NC(=O)CCNS(=O)(=O)c2ccc(C)c(C)c2)c1,17.2%,49.0,x,0.3%,0.0%,0.9%
Cc1ccc(NC(=O)c2nc(S(C)(=O)=O)ncc2N(Cc2ccco2)Cc2ccccc2F)c(C)c1,x,-23.1,x,x,2.2%,-2.6%
O=C(Nc1ccc2c(c1)OCO2)c1ccc2nc[nH]c2c1,4.2%,109.8,-14.2%,-5.6%,-12.3%,-0.1%
C/C(=N\N=C(/N)SC1CC(=O)N(c2ccc(Cl)c(Cl)c2)C1=O)c1cccs1 (configuration not stated),4.5%,-7.2,-4.0%,27.5%,-34.9%,-4.1%
NC1=NC(c2ccc(Cl)cc2)C(C(=O)c2ccccc2)N1 (configuration not stated),4.3%,u,-9.9%,36.3%[activator],0.1%,6.3%
O=C(Nc1ccccc1C(=O)N1CCOCC1)c1cc2ccccc2o1,-1.1%,-18.5,2.5%,11.8%,0.0%,1.0%
O=C(CCc1c[nH]c2ccccc12)Nc1ccc(S(=O)(=O)Nc2ncccn2)cc1,-1.6%,25.0,10.5%,6.8%,8.8%,-14.5%
Cn1ccc(NC(=O)c2ccc(Cl)cc2Cl)n1,76.8%[activator],18.7,x,13.2%,-11.8%,3.7%
O=C(Nc1ccc(F)c(Cl)c1)c1cc(S(=O)(=O)NCc2ccc3c(c2)OCO3)ccc1F,x,-27.0,x,x,-3.6%,-4.4%
Cc1c(C(=O)NC(C)C)sc2ncn(CC(=O)N3CCC(C)CC3)c(=O)c12,1.7%,52.3,-3.2%,19.3%,2.1%,4.9%
COc1ccc(OC)c(NC(=O)/C=C/c2ccc(S(=O)(=O)N3CCOCC3)cc2)c1,-2.7%,-13.1,x,u,-0.8%,u
Cc1ccc(NC2CC(=O)N(c3ccc(N4CCCCC4)cc3)C2=O)cc1 (configuration not stated),-5.8%,14.5,0.8%,-17.6%,u,u
COc1ccc(-c2noc(-c3ccc(N4CCCCC4)c([N+](=O)[O-])c3)n2)cc1,x,-10.3,x,x,-0.1%,-5.1%
Cc1cccc(C)c1NC(=O)CNC(=O)c1ccc(N2CCCC2=O)cc1,-5.1%,-15.5,x,5.0%,-0.1%,-12.5%
CCC(C)N1C(=O)NC(=O)C2(Cc3cc(C)ccc3N(C)C2)C1=O (configuration not stated),3.5%,14.5,-15.3%,13.6%,-9.5%,u
C=CCn1c(O)c(C(C)=NCC2CCCO2)c(=O)[nH]c1=O (configuration not stated),4.3%,48.2,2.9%,1.1%,12.0%,-3.7%
CC(C)CN1CCN(Cc2ccc(C#CC(C)(C)O)cc2)CC1CCO (configuration not stated),16.5%,18.5,2.6%,-29.2%,3.6%,1.9%
O=C(NC1CCCCCC1)C1CCCN1S(=O)(=O)c1cccc2cccnc12 (configuration not stated),-1.7%,-18.5,2.3%,-18.7%,3.6%,u
CC(=O)Nc1ccc(S(=O)(=O)Nc2cc(C)cn(Cc3ccccc3)c2=O)cc1,17.0%,x,u,u,u,-4.8%
S=C(NCc1ccccn1)NN=Cc1ccccn1,-20.6%,-98.7*,x,u,x,x
Cc1ccc(NC(=O)CCCCCC2NC(=O)NC2C)cc1 (configuration not stated),0.212µM*,41.9,-0.8%,6.5%,-2.0%,u
CC(C(=O)Nc1nccs1)N1C(=O)C2CC=CCC2C1=O (configuration not stated),-3.5%,6.0,1.4%,17.1%,-7.7%,3.4%
CC(C)OC(=O)CSc1nnc2c3ccccc3n(C)c2n1,-2.5%,-38.8,-2.8%,19.6%,x,-9.9%
COc1ccc(CN2CCCC(C(=O)c3ccc(Cl)cc3)C2)c(O)c1 (configuration not stated),1.3%,51.7,9.8%,u,-24.0%,-5.1%
CCCCC(=O)Nc1c2c(nn1-c1cccc(C)c1C)CS(=O)(=O)C2,0.0%,44.6,4.3%,14.8%,-12.9%,-10.0%
Cc1cc(C)n(/N=C/c2ccccc2O)c(=O)c1,3.6%,u,-6.2%,4.2%,x,2.4%
Cc1nn(Cc2cccc(C(N)=O)c2)c(C)c1Br,-17.3%,14.7,1.4%,2.0%,10.6%,1.9%
O=C(Nc1ccc(NC(=O)c2ccc3c(c2)OCCO3)cc1)c1ccccc1,27.4%,u,7.2%,u,-0.5%,2.9%
CCOc1nc(CC)nc(NC(=O)NS(=O)(=O)c2ccccc2Cl)n1,-4.6%,-27.2,8.2%,2.7%,u,0.3%
O=S(=O)(c1ccc(F)cc1)n1ccc(-c2cccc(OCc3c(F)cccc3Cl)c2)n1,-3.8%,-17.3,-1.4%,u,29.3%,-4.6%
COc1ccc(S(=O)(=O)N2CCCCC2)cc1C(=O)Nc1cccc(C(F)(F)F)c1,x,11.3,x,x,0.4%,4.2%
O=C(c1ccc([N+](=O)[O-])s1)N1CCCc2ccccc21,-29.8%,u,x,u,u,-1.4%
Cc1cc(C)cc(C(=O)Oc2cc(C)[nH]c(=O)c2[N+](=O)[O-])c1,-4.2%,u,x,14.2%,-13.6%,2.3%
N#Cc1cc2nc(O)c(O)nc2cc1[N+](=O)[O-],10.4%,-27.1,6.7%&1.5%,1.7%,-5.4%,u
CCC(=O)N1N=C(c2cccs2)CC1c1ccco1 (configuration not stated),1.4%,-35.8,3.6%,u,u,7.2%
COc1ccc(N2CCN(C(=O)COC(=O)CCc3ccccc3)CC2)cc1,-7.1%,-1.8,x,-11.5%,2.7%,u
O=C(CCNC(=O)c1ccc(Br)cc1)NNC(=O)C1COc2ccccc2O1 (configuration not stated),54.7%[activator],-24.8,x,9.6%[8.37 µM],-5.5%,u
Cc1ccc(C(=O)NCC(=O)Nc2ccccc2C(F)(F)F)cc1,-0.3%,26.4,-0.8%,-0.7%,0.0%,-14.7%
COCCOC(=O)c1c(-c2ccccc2)c(-c2ccccc2)nn(C)c1=O,x,35.8,x,x,0.2%,16.2%
COc1ccc(-c2nc3ccc(C)cc3c(=O)o2)cc1OC,9.4%,-0.2,1.0%,12.4%,6.3%,0.4%
Cc1sc2ncnc(NCCN3CCOCC3)c2c1C,u,-76.3*,u,11.2µM*,-11.2%,-5.8%
CC1(C)C2CCC1(C)C(OC(=O)C[n+]1ccccc1)C2 (configuration not stated),-4.3%,0.0,-1.3%,8.7%,11.6%,-1.8%
O=C1Nc2ccccc2C1=Nc1cccc(Cl)c1,6.4%,0.1,-8.5%,-3.2%,0.0%,u
C[C@H]1COC(=O)[C@@H](Cc2ccc(F)cc2)C/C=C\C[C@@H](CC(=O)NCCO)C(=O)N1,7.5%,-5.1,x,3.55µM*,x,x
Cc1ccc(NC(=O)CSc2n[nH]c(-c3ccco3)n2)c(C)c1,-11.8%,-36.5,-3.6%,11.0%,11.9%,1.3%
COC(=O)C1=C(CSc2nc3c(cc2C#N)CN(C)CC3)OC(N)=C(C#N)C1c1ccccc1F (configuration not stated),-11.5%,x,u,u,0.0%,-12.2%

# An excerpt of these results, with bars between the fields.
Compound | AMA1 RON2 block | HCMV antiviral | Giardia FBPA inh | HCV inhibitor | Sm TGR inh | AmpC detergent
O=C(CCNC(=O)c1ccc(Br)cc1)NNC(=O)C1COc2ccccc2O1 (configuration not stated) | 54.7%[activator] | -24.8 | x | 9.6%[8.37 µM] | -5.5% | u
Cc1ccc(C(=O)NCC(=O)Nc2ccccc2C(F)(F)F)cc1 | -0.3% | 26.4 | -0.8% | -0.7% | 0.0% | -14.7%

# Following part:
SMILES,AMA1 RON2 block,HCMV antiviral,Giardia FBPA inh,HCV inhibitor,Sm TGR inh,AmpC detergent
Cc1cc2c(cc1C)NC(C)CC(=O)N2 (configuration not stated),-8.1%,-9.0,x,6.0%,x,x
O=C1CSC(c2cccnc2)N1Cc1ccc(Cl)cc1Cl (configuration not stated),-3.1%,15.2,2.8%,14.9%,-11.7%,u
CC(=O)c1c(C)[nH]c(C(=O)OCC(=O)N2CCc3ccccc32)c1C,0.0%,31.3,1.4%,-7.8%,-4.5%,-4.4%
CCCCNC(=O)[C@]1(C)CCC[C@@]2(C)C3CC[C@@]4(C)C[C@]3(CCC21)CC4=O (some centres not stated),-2.7%,-23.5,x,9.2%,-9.1%,-4.3%
